# Bioassay records: PubChem BioAssay, National Center for Advancing Translational Sciences (NCATS)
# GLP-1R inv ag: GLP-1 receptor (human) inverse agonism; Potency, µM (titrated, usually from 38.3 µM), inactives show top-dose activity change, negative = inhibition, hits mostly inhibitors; hit rate 1.6% among 410,000; HEK293 GLP-1R CRE-luciferase, luminescence, 24 h; GLP-1R form is constitutively active; P43220; note: % is set by controls: 0 for no effect and ±100 for the full control effect; nearly all actives have a fitted effect of over 55% in size
# Target sequence (P43220 whole entry, looked up): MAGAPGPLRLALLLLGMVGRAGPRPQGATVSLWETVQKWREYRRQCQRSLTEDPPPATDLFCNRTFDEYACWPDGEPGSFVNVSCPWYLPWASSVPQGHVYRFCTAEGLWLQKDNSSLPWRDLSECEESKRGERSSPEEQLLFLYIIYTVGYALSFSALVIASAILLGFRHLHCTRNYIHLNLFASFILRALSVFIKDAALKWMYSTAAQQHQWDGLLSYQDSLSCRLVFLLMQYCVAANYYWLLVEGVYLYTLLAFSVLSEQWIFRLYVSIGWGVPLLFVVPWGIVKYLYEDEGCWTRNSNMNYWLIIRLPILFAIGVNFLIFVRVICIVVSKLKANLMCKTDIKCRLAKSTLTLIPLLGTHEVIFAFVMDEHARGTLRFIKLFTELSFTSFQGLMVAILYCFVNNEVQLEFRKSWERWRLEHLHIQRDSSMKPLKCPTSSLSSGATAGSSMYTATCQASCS
#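 qHTS in 1536-well format: reporter HEK293 cells expressing constitutive GLP-1R activity in DMEM + 10% Nu serum, 24 hr with compounds at 37 deg C, luminescence read after 12 min with detection reagent.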
# PTHR1 ag: agonists of human PTHR1 parathyroid hormone receptor | hit rate 0.075% among 410,000 | Q03431 | Potency, µM (titrated, usually from 115 µM), for the others: at the top dose activation, actives largely listed as activators | HEK293 GP2 PTHR1 cells, GloSensor cAMP luminescence, 1 h; note: nearly all actives have a fitted effect of over 55% in size; some results filed as inactive show a strong effect at the top dose; inactives centre near -15; many of its hits are not listed in these tables
#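 HEK-293-derived GP2 cells expressing PTHR1 and a GloSensor cAMP reporter, 3,000/well, plated overnight, given luciferin plus IBMX (each 0.5 mM as added) for 1 h at 37 °C, then compound for 1 h at 37 °C. Luminescence was read after 15 min at room temperature.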
# GLP1R cytotox: cytotoxic in the GLP-1 receptor inverse agonist counter-screen. hit rate 0.13% among 410,000. HEK293 cAMP-luciferase reporter cells, luminescence, 24 h. AID 624418. Potency, µM (titrated, usually from 38.3 µM), without a hit: at the highest dose activity change, negative = inhibition, hits mostly inhibitors;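 note: loss of luciferase light is scored as toxicity; % is set by controls: 0 for no effect and ±100 for the full control effect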
#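 Step one: seed cells (200 cells/uL, DMEM with 10% Nu serum, 1% pen-strep). Step two: 12-hour incubation at 37 deg C. Step three: pin 23 nL compound, incubate 24 hr. Step four: add luciferase reagent, read luminescence 12 min later.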
# An asterisk follows results filed as active; i = inactive; ? = inconclusive; [ ] = another dose, or the depositor's remark. Calls come from the whole dose curve; as a rule, active = well fitted curve in the direction sought with a large enough effect; inconclusive = small, poorly fitted or top-dose-only effect, or another doubt; inactive = no such curve, though single readings can be large; an effect the other way counts as inactive or inconclusive. Potency is the fitted concentration of half-maximal effect. These rows are one share of the data (hit frequency here may not be typical).
SMILES,GLP-1R inv ag,PTHR1 ag,GLP1R cytotox
COC(=O)c1cc2oc(C)cc2n1Cc1c(C)cc(C)cc1C,14%,i,3%
CCC(=O)Nc1ccc(S(=O)(=O)NCc2cccn2Cc2cccc(C)c2)cc1,?,-43%[inhibitor],-7%
CCCn1c2ccccc2c2cnn(CC(=O)NCCCN(CC)c3ccccc3)c(=O)c21,?,-6%,7%
Cc1c(NC(=O)Nc2ccc(Cl)c(Cl)c2)sc2nc3n(c(=O)c12)CCC(C)CC3 (centres undefined),-3%,i,4%
CCCOc1ccc(NC(=O)CC2C(=O)N(c3cccc(C)c3)C(=O)N2CCc2ccncc2)cc1 (centres undefined),-20%,i,1%
Cc1ccc(CCNC(=O)c2ccc3c(c2)c(C)c(C)n3Cc2ccccc2)cc1,?,-1%,3%
CCCn1cc(S(=O)(=O)c2ccc(OCC)cc2)c(=O)c2cc(C)ccc21,23%,i,-12%
O=C(O)c1ccc(Cn2c(SCc3ccc(F)cc3)nc3ccncc32)cc1,21%,-16%,1%
Cc1cccc(-c2nc(S(=O)(=O)c3ccccc3)c(N3CCN(c4ccccc4)CC3)o2)c1,9%,2%,1%
CCOC(=O)c1cc(NC(=O)c2ccc(C)cc2)c(=O)n2c1oc1ccc(Cl)cc12,11%,?,-2%
Cc1ccc(-c2nc(-c3cc4c([nH]c3=O)CC(C)(C)CC4=O)sc2C)cc1,4%,-4%,-6%
Cc1ccc(S(=O)(=O)c2nc(S(=O)(=O)c3ccccc3)sc2NCCCOC(C)C)cc1,-12%,i,0%
COc1ccc(-c2c(C#N)c(SCC(=O)Nc3ccc(C)c(C)c3)nc(C)c2C(=O)Nc2ccc(Cl)cc2)cc1,?,-4%,-2%
COc1ccc(CCNC(=O)c2ccc(Cn3c(=O)c4cccn4c4cccnc43)cc2)cc1OC,35%[activator],-14%,2%
COc1ccc(CCC(=O)NCCc2csc(-c3ccc(Cl)cc3)n2)cc1,10µM*,-82%[inhibitor],1%
CCOc1ccc(-c2nc(SCC(=O)Nc3ccc(C)c(C)c3)n3[nH]c(=O)cc3n2)cc1,-21%,6%,-5%
Cc1ccc(Cl)cc1N(C)C(=O)c1cc2ccc3cccnc3c2[nH]1,?,-22%,-3%
Cc1ccc(NC(=O)CCCn2c(=O)c3cccn3c3ccccc32)c(C)c1,-2%,-8%,3%
CCOc1ccc(CC(=O)Nc2cccc(-c3nc4cccnc4s3)c2C)cc1,1%,i,-6%
CCOc1ccccc1NC(=O)C(=O)c1cc(C)n(-c2ccc(F)cc2)c1C,2%,-24%,0%
O=C(Nc1ccc(F)cc1F)c1cc(-c2ccc(Cl)cc2)on1,16%,i,2%
Cc1cc(C)cc(-n2ccn(CC(=O)Nc3ccccc3F)c(=O)c2=O)c1,-3%,i,1%
Cc1cc(=O)[nH]c2nnc(SCC(=O)Nc3ccc(F)cc3F)n12,4%,?,-6%
Cc1sc2ncn(CC(=O)N(C)c3ccc(C(C)C)cc3)c(=O)c2c1S(=O)(=O)N1CCC(C)CC1,-15%,-1%,2%
O=S(=O)(c1ccc2[nH]c3c(c2c1)CCCCC3)N1CCN(c2cccc(Cl)c2)CC1,?,i,-15%
# The list goes on:
SMILES,GLP-1R inv ag,PTHR1 ag,GLP1R cytotox
CCCCN(CC)C(=O)c1ccc2c(c1)NC(=O)c1ccccc1S2,-18%,-42%[inhibitor],-1%
Cc1ccc(C)c(N2CCN(CCCNC(=O)c3ccc4nc(C(C)C)oc4c3)CC2)c1,?,-40%[inhibitor],-8%
COc1ccccc1NC(=O)c1c(NCc2sccc2C)sc2c1CCCCC2,-17%,14%,-16%
CCSC1=NC2(CCN(C(=O)NC3CCCCC3)CC2)N=C1c1ccc(Cl)cc1,5%,-5%,0%
CC(=O)N1CCCc2ccc(NC(=O)c3ccc(OC(C)C)cc3)cc21,29%,-81%[inhibitor],1%
Cc1ccc(NC(=O)CSc2nc(=O)n(Cc3ccccn3)c3c2CCC3)cc1F,-14%,-14%,-5%
Cc1nc(N2CCCC2)ncc1C(=O)NCc1ccc(F)cc1,6%,i,-8%
COc1ccccc1C(=O)NC(=O)Nc1ccc(-c2cc(C(F)(F)F)nn2-c2ccccc2)cc1,-2%,-84%[inhibitor],-5%
O=C(Cn1ncn2cccc2c1=O)NCc1cccc(Br)c1,3%,i,-2%
Cc1ccc(S(=O)(=O)Nc2cc3c(C(=O)OCc4ccccc4)c(C)oc3c3ccccc23)cc1,19%,-4%,11%
Cc1cc(=O)[nH]c2nnc(SCc3ccc(Cl)cc3Cl)n12,12%,?,-9%
Cc1ccc(C)c(N2CCN(C(=O)c3cc(C)nc4c3c(C)nn4-c3cccc(F)c3)CC2)c1,4%,-17%,-1%
CN(Cc1ccccc1)C(=O)Cn1c(=O)c2cccn2c2ccc(F)cc21,-8%,-35%[inhibitor],29%
O=C(Cn1c(=O)oc2cc(S(=O)(=O)N3CCCCCC3)ccc21)Nc1ccc(F)cc1F,-22%,i,2%
Cc1ccc(NC(=O)Cn2c(=O)oc3cc(S(=O)(=O)N4CCC(C)CC4)ccc32)cc1Cl,-5%,i,1%
CCCc1cc(=O)[nH]c(Nc2ccc(C(=O)O)cc2)n1,3%,i,1%
CCOC(=O)c1ccccc1NC(=O)NCc1c(-n2cccc2)sc2c1CCCC2,-6%,-7%,-11%
Cc1noc2ncnc(N3CCCC(C(=O)NC(C)C)C3)c12 (centres undefined),3%,-9%,2%
COc1ccccc1CNC(=O)c1cccc(N2CCCS2(=O)=O)c1,47%[activator],11%,-9%
Cn1nnnc1SCCCNCc1ccc(-c2ccc(Br)cc2)o1,?,-37%,-7%
COc1ccc(C(=O)NCc2nnnn2-c2ccc(C)c(C)c2)cc1,-9%,-6%,-13%
O=C(NCc1ccccc1F)c1sc2ncccc2c1-n1cccc1,-15%,-5%,-9%
CCOc1ccc(-c2c(C)nn3c(C)c(C(=O)NCc4ccc(Cl)cc4)cnc23)cc1OCC,4%,-3%,14%
Cc1ccc(N(CC(=O)NCCSc2ccccc2)S(=O)(=O)c2ccc(F)cc2)cc1,-5%,-19%,2%
Cc1cccc(N(C)c2nc3ccccc3c3nnc(C)n23)c1,14%,i,-10%
CCC1=Nc2cc(C(=O)NCc3ccccc3OC)ccc2Sc2ccc(Cl)cc21,?,i,9%
CS(=O)(=O)N1CCCc2cc(C(=O)Nc3cccc(C(F)(F)F)c3)ccc21,?,-37%[inhibitor],-13%
Cc1ccccc1-c1noc(-c2cc3ccccc3oc2=O)n1,23%,-23%,-5%
CCN(CC)C(=O)c1sc2c(c1C)c(=O)n(-c1ccc(OC)cc1OC)c(=O)n2CC(=O)c1ccc(Cl)cc1,-3%,13%,-20%

# Some of these compounds in order of SMILES length, descending:
SMILES,GLP-1R inv ag,PTHR1 ag,GLP1R cytotox
Cc1ccc(NC(=O)Cn2c(=O)oc3cc(S(=O)(=O)N4CCC(C)CC4)ccc32)cc1Cl,-5%,i,1%
CCC1=Nc2cc(C(=O)NCc3ccccc3OC)ccc2Sc2ccc(Cl)cc21,?,i,9%
Cc1noc2ncnc(N3CCCC(C(=O)NC(C)C)C3)c12 (centres undefined),3%,-9%,2%

# Quoted from the listing.
# For PTHR1 ag, `Cc1ccc(S(=O)(=O)Nc2cc3c(C(=O)OCc4ccccc4)c(C)oc3c3ccccc23)cc1` is listed with -4%
# For PTHR1 ag, `CCOC(=O)c1ccccc1NC(=O)NCc1c(-n2cccc2)sc2c1CCCC2` is listed with -7%
# For PTHR1 ag, `Cn1nnnc1SCCCNCc1ccc(-c2ccc(Br)cc2)o1` is listed with -37%
# For GLP-1R inv ag, `CC(=O)N1CCCc2ccc(NC(=O)c3ccc(OC(C)C)cc3)cc21` is listed with 29%
# For PTHR1 ag, `Cc1ccccc1-c1noc(-c2cc3ccccc3oc2=O)n1` is listed with -23%
# For PTHR1 ag, `Cc1ccc(C)c(N2CCN(CCCNC(=O)c3ccc4nc(C(C)C)oc4c3)CC2)c1` is listed with -40%[inhibitor]

# Ordered by value in GLP-1R inv ag (high to low): 6 from the list above
molecule	GLP-1R inv ag
O=C(O)c1ccc(Cn2c(SCc3ccc(F)cc3)nc3ccncc32)cc1	21%
CCOc1ccc(CC(=O)Nc2cccc(-c3nc4cccnc4s3)c2C)cc1	1%
Cc1ccc(NC(=O)CCCn2c(=O)c3cccn3c3ccccc32)c(C)c1	-2%
Cc1ccc(NC(=O)CSc2nc(=O)n(Cc3ccccn3)c3c2CCC3)cc1F	-14%
Cc1sc2ncn(CC(=O)N(C)c3ccc(C(C)C)cc3)c(=O)c2c1S(=O)(=O)N1CCC(C)CC1	-15%
CCOc1ccc(-c2nc(SCC(=O)Nc3ccc(C)c(C)c3)n3[nH]c(=O)cc3n2)cc1	-21%
